Bioassay records as filed in PubChem BioAssay.
Giardia kill – Small Molecules that selectively kill Giardia lamblia: qHTS; activity change, % at 7.66 µM, hits read low; AID 540267, 2011; Giardia lamblia trophozoite viability; 0.15% of 340,000 active; in the data active = activity change below about -80%; inconclusive = between about -30% and that limit;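 note: parasites exposed to compound for two days anaerobically before the ATP read; % is set by controls: 0 for no effect and ±100 for the full control effect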
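Luminescent ATP signal served as the viability read-out, measured 15-30 min after adding ATP detection reagent to trophozoites that had been incubated with compounds for 48 hrs at 37 deg C anaerobically at 100 cells/well.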
p53 reactivation – qHTS assay for re-activators of p53 using a Luc reporter; 0.063% of 320,000 active; H1299 p53-A138V BP100-luciferase reporter, luminescence, 24 h; AID 504706, 2011; Potency, µM (doses to about 92.2 µM), for inactives: at the top dose activity change, positive = activation, actives largely listed as activators; note: potency is the fitted concentration of half-maximal effect; % of control where 0% means no effect; nearly all actives have a fitted effect of over 45% in size
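H1299 (p53-null), stable ts p53-A138V + BP100-Luc; 1000 cells/well, Opti-MEM/10% FBS; cpd 4 pt, 1:5; 24 h, 37 deg C, 5% CO2; detection reagent 10 min RT; luminescence.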
RORgamma inh – qHTS for inhibitors of ROR gamma transcriptional activity; Nuclear receptor ROR-gamma (Mus musculus), P51450; Drosophila S2 Gal4-RORgamma UAS-luciferase reporter, 20 h; Potency, µM (highest dose often 53.6 µM), for the others: top-dose activity change, negative = inhibition, most hits filed as inhibitors; 5.4% of 310,000 active; AID 2551, 2010; note: potency is the fitted concentration of half-maximal effect; % is set by controls: 0 for no effect and ±100 for the full control effect; nearly all actives have a fitted effect of over 60% in size
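Stably transfected Drosophila Schneider cells are the test system, with ROR gamma fused to Gal4 and luciferase under UAS control; luminescence is read after 20 hr of 700 uM copper sulfate induction at ambient temperature.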
PKM2 act – qHTS Assay for Activators of Human Muscle isoform 2 Pyruvate Kinase; purified PKM2, Kinase-Glo ATP luminescence, activation; response scale: 0% is enzyme alone, no compound; Pyruvate kinase PKM (Homo sapiens), P14618; Potency, µM (titrated, usually from 57.5 µM), for inactives: at the highest dose activation, hits mostly activators; AID 1631, 2009; 0.34% of 260,000 active; note: potency is the fitted concentration of half-maximal effect; % is set by controls: 0 for no effect and ±100 for the full control effect; nearly all actives have a fitted effect of over 55% in size
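ATP formation by purified human PK-M2, quantified via coupled luciferase luminescence after 1 h at room temperature with 0.1 mM ADP and 0.5 mM PEP final.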
FLuc modulator – qHTS profiling assay for firefly luciferase inhibitor/activator using purifed enzyme and Km concentrations of substrates (counterscreen for miR-21 project); purified FLuc, Km substrates, luminescence inhibition; Potency, µM (series often up to 57.5 µM), for inactives: at the top dose activity change, negative = inhibition, most hits filed as inhibitors; 6.9% of 360,000 active;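 note: potency is the fitted concentration of half-maximal effect; plate controls were vehicle for no effect and reference inhibitor for full effect; nearly all actives have a fitted effect of over 55% in size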
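Biochemical qHTS of compounds, final roughly 60 µM downward over six points, against 10 nM purified firefly luciferase using Km concentrations of substrates (10 uM D-luciferin, 10 uM ATP) in Tris acetate pH 7.5 buffer; luminescence output.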
Menin MLL FP TR – qHTS Assay for Inhibitors Targeting the Menin-MLL Interaction in MLL Related Leukemias: Competition With Texas Red Labeled MLL-derived Mutant Peptide | O00255 | Menin + Texas Red MLL mutant peptide, fluorescence polarization | Potency, µM (highest dose often 61.6 µM), for the others: at the top dose FP activity change, negative = inhibition, usual class: inhibitors | 0.23% of 270,000 active; active = well fitted inhibition curve with a large enough effect in the polarisation, with a control signal flat, not every such curve was filed as active; inconclusive = small, poorly fitted or top-dose-only effect, or effect the other way, or a change in a side signal; inactive = no such curve, though single readings can be large or run the other way; the % refers to the polarisation; note: potency is the fitted concentration of half-maximal effect; % of control where 0% means no effect; many of its hits are not listed in these tables
Target sequence (O00255 whole entry, looked up): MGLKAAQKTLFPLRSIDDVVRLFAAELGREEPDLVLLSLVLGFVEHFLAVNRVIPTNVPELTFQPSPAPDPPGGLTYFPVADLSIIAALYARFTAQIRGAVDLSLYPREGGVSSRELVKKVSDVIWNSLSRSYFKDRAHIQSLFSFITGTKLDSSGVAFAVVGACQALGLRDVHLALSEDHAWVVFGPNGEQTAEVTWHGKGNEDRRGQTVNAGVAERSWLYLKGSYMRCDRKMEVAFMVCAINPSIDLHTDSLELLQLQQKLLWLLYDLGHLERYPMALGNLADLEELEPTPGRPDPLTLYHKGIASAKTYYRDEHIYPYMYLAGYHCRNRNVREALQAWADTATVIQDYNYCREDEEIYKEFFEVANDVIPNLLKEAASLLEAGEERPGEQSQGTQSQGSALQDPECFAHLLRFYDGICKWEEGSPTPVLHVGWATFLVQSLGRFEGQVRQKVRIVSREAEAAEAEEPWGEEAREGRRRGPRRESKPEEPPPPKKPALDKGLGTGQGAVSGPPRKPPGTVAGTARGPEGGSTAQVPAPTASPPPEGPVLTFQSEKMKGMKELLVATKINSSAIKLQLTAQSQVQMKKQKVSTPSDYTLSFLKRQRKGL
Rab9 promoter act – qHTS Assay for Rab9 Promoter Activators; 2.8% of 320,000 active; AID 485297, 2010; Potency, µM (top dose mostly 9.22 µM), for the others: at the top dose activation, negative = inhibition, hits mostly activators; Huh7 Rab9 promoter-luciferase reporter, luminescence, 24 h; note: potency is the fitted concentration of half-maximal effect; % of control where 0% means no effect; nearly all actives have a fitted effect of over 60% in size
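Steps: seed 1500 Huh7 Rab9-luc cells per well, rest 2 h at 37 °C; add compound in DMSO; incubate 24 h; add luciferase reagent, 10 min ambient; read luminescence.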
NPC1 promoter act – qHTS Assay for NPC1 Promoter Activators; Huh7 NPC1 promoter luciferase reporter, 24 h; Potency, µM (top dose mostly 9.22 µM), without a hit: at the highest dose activation, hits mostly activators; 2.4% of 320,000 active; AID 485313, 2010;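 note: potency is the fitted concentration of half-maximal effect; % of control where 0% means no effect; nearly all actives have a fitted effect of over 60% in size; reporter is driven by a mutant NPC1 promoter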
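Cells: Huh7 expressing luciferase under the NPC1 promoter, 1500/well. Seeded 2 h, compound added, incubated 24 h at 37 °C. Luciferase reagent, 10 min ambient, then luminescence.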
BRCA1 expr act – qHTS Assay to Identify Small Molecule Activators of BRCA1 Expression; MCF7-BRCA1-FFLuc reporter, luminescence, 48 h; response scale: scaled: vehicle 0%, 10 µM genistein 100%; Potency, µM (series often up to 46.1 µM), without a hit: top-dose activation, usual class: activators; 1.1% of 380,000 active; AID 624202, 2012; note: potency is the fitted concentration of half-maximal effect; nearly all actives have a fitted effect of over 80% in size; some results filed as inactive show a strong effect at the top dose
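First, MCF7-BRCA1-FFLuc cells (2000/well) attach for 2 h; next, compounds are pin-added and incubated 48 h at 37 °C; finally, luciferase reagent is added and luminescence read after 15 min.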
ELG1 genotox – qHTS screen for small molecules that induce genotoxicity in human embryonic kidney (HEK293T) cells expressing luciferase-tagged ELG1; HEK293T ELG1-luciferase reporter, luminescence, 16 h; Potency, µM (highest dose often 46 µM), without a hit: top-dose activity change, positive = activation, usual class: activators; 1.3% of 330,000 active; note: potency is the fitted concentration of half-maximal effect; % of control where 0% means no effect; nearly all actives have a fitted effect of over 60% in size
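16 hr compound incubation (37 °C, 5% CO2) of HEK293T cells carrying luciferase-tagged ELG1; luciferase then measured by ONE-Glo luminescence after 30 min at RT.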
Gal4-VP16 FLuc – VP16 counterscreen qHTS for inhibitors of ROR gamma transcriptional activity. 3.5% of 310,000 active. Potency, µM (top dose mostly 53.6 µM), for the others: at the top dose activity, negative = inhibition, usual class: inhibitors. Drosophila S2 Gal4-VP16 UAS-luciferase, luminescence, 20 h;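 note: Gal4-VP16 expression switched on by copper sulfate through the metallothionein promoter; potency is the fitted concentration of half-maximal effect; % is set by controls: 0 for no effect and ±100 for the full control effect; nearly all actives have a fitted effect of over 50% in size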
* hit, by the source's call; ? = inconclusive; nt = not tested or not shown; & = joins results of further samples; [ ] = dose if it differs, or a comment. Unless noted, calls come from the whole dose curve; as a rule, active = well fitted curve in the direction sought with a large enough effect; inconclusive = small, poorly fitted or top-dose-only effect, or another doubt; inactive = no such curve, though single readings can be large; an effect the other way counts as inactive or inconclusive. Not all compounds are listed; count on the stated rates, not on these rows.

SMILES	Giardia kill	p53 reactivation	RORgamma inh	PKM2 act	FLuc modulator	Menin MLL FP TR	Rab9 promoter act	NPC1 promoter act	BRCA1 expr act	ELG1 genotox	Gal4-VP16 FLuc
COc1ccc(-c2cc(C(=O)Nc3cc(OC)cc(C(=O)Nc4cccc(C(F)(F)F)c4)c3)[nH]n2)cc1	-15	-3%	15%	-5%	?	nt	-1%	-1%	-1%&-6%	-6%	-5%
Cc1ccc(NC(=O)C2CCCCC2)cc1C	-22	-1%	nt	nt	-11%	nt	2%	0%	-3%	8%	nt
CC(C)CCCN1C(Nc2ccccc2)=NC[C@@H]1C	?	10%	-22%	-1%	5%	-23%	-1%	-3%	9%	1%	3%
[N-]=[N+]=NCCN1CCN(CCc2ccccc2)CCC1=O	10	5%	-2%	-1%	2%	-12%	0%	-3%	-9%	-1%	3%
Cc1ccc(S(=O)(=O)NCc2ccc(/C=C(/C#N)C(=O)NCc3ccccc3)o2)cc1	6	-12%	11%	2%	-1%	12%	11%	-5%	-7%	0%	-18%
c1ccc(C2=Nn3c(nnc3-c3n[nH]c4c3CCC4)SC2)cc1	-11	-14%	-11%	5%	-1%	-21%	3%	-7%	-108%[inhibitor]	23µM*	6%
c1ccc2nc(-c3nc4ccccc4[nH]3)ccc2c1	?	3%	-29%[0.365 µM]	-32%	0.3µM*	-11%	0.63µM*	2.8µM*	-36%	nt	nt
Cc1cc(C)c(OCCCON2C(=O)CCC2=O)c(Br)c1	5	-4%	16%	-1%	-2%	8%	-4%	1%	13%	3%	-5%
O=C(Cc1ccc(Cl)cc1)Nc1ccc(Br)cn1	-8	12%	44%	nt	?	59%[activator]	16%	5%	13µM*	18%	-8%
CCCN1C(=O)c2cc(C(=O)Nc3cccc(C(C)=O)c3)ccc2C1Nc1cccc(C(C)=O)c1 (configuration not stated)	-2	-7%	18%	0%	-8%	nt	-6%	-2%	-37%	-9%	-1%
C=C(C)c1cccc(C(C)(C)NC(=O)Nc2ncccn2)c1	-14	0%	4%	-2%	5%	-18%	11%	0%	-1%	0%	-2%
CCCn1c(SCC(=O)NNC(=O)c2ccccc2)nnc1-c1cccnc1	-1	5%	-19%	1%	0%	nt	-2%	0%	2%	-1%	-10%
O=C(N/N=C/c1c(O)n(-c2ccc(Cl)cn2)c(=O)c2ccccc12)c1ccncc1	-5	3%	-15%	2%	?	?	-1%	-5%	2%	1%	-18%
CN(C)CCN(Cc1ccccc1)C(=O)C1CCN(c2ncnc3c2nc2n3CCCCC2)CC1	9	9%	-8%	nt	0%	nt	1%	-3%	-5%	4%	4%
O=C(Nc1cccc(Cl)c1)/C(=C\c1cccnc1)NC(=O)c1ccco1	-4	-4%	1%	10%	2%	2%	1%	0%	19%	4%	-10%
N#C/C(=C(\O)CCl)c1nnc2n1CCCCC2	-9	1%	?	3%	6%	2%	-3%	-2%	-2%	-2%	-2%
Cc1ccccc1Cn1c(=O)n(CCC(=O)NCc2ccc3c(c2)OCO3)c(=O)c2ccccc21	2	3%	11%	1%	5%	?	-6%	-4%	-47%	17%	-4%
COc1cc(C(=O)N2C[C@@H]3CCC[C@H]2C3)ccc1OC1CCN(C(C)=O)CC1	-8	5%	11%	5%	1%	nt	0%	0%	-16%	2%	-3%
Cc1ccnc2nc(C(=O)OCC(=O)N(CC(C)C)CC(C)C)nn12	13	1%	26%	-1%	1%	-20%	-5%	0%	7%	-4%	-11%
COc1ccc(-c2nc3cnccn3c2Nc2ccc(C)cc2)cc1	12	9%	?	1%	-21%	-7%	0%	-2%	-28%	15%	3%
COc1cc(OC)cc(C(=O)NNC(=O)C2CCCC2)c1	-7	4%	17%	nt	-1%	0%	-2%	-1%	7%	1%	10%
COc1ccc(CCN=C(N)NS(=O)(=O)c2cc(F)ccc2OC)cc1	-22	4%	5%	-7%	0%	nt	2%	0%	11%	4%	10%
COc1ccc(S(=O)(=O)N2CCN(CC(=O)NC3CCCC3)CC2)cc1	-8	-1%	6%	nt	2%	0%	2%	0%	4%	1%	6%
COc1ccc(Cl)cc1NC(=O)CCCN1C(=O)CCC1=O	10	-8%	-14%	-5%	0%	1%	8%	3%	-39%	-2%	7%
CCOC(=O)c1ccc(NC(=S)N(CCCN2CCCC2)Cc2cccs2)cc1	12	-2%	-1%	0%	3%	-2%	-3%	-7%	-30%	-5%	7%

Quoted at random: 3 entries already listed
SMILES	Giardia kill	p53 reactivation	RORgamma inh	PKM2 act	FLuc modulator	Menin MLL FP TR	Rab9 promoter act	NPC1 promoter act	BRCA1 expr act	ELG1 genotox	Gal4-VP16 FLuc
CCCn1c(SCC(=O)NNC(=O)c2ccccc2)nnc1-c1cccnc1	-1	5%	-19%	1%	0%	nt	-2%	0%	2%	-1%	-10%
COc1cc(OC)cc(C(=O)NNC(=O)C2CCCC2)c1	-7	4%	17%	nt	-1%	0%	-2%	-1%	7%	1%	10%
COc1ccc(Cl)cc1NC(=O)CCCN1C(=O)CCC1=O	10	-8%	-14%	-5%	0%	1%	8%	3%	-39%	-2%	7%

Following part
SMILES	Giardia kill	p53 reactivation	RORgamma inh	PKM2 act	FLuc modulator	Menin MLL FP TR	Rab9 promoter act	NPC1 promoter act	BRCA1 expr act	ELG1 genotox	Gal4-VP16 FLuc
O=C(CCCC(=O)N(CC(=O)NC1CCCCC1)c1ccccc1F)Nc1ccccn1	11	-2%	21%	-4%	0%	1%	1%	-2%	-17%	1%	7%
Cc1cc(C(=O)CN2C(=O)C(=O)N(CC(C)C)C2=O)c(C)n1-c1ccccc1F	29	15%	25%	-1%	17µM*	-16%	23%	2%	57%	5%	-8%
O=C(COCc1nc2ccccc2c(=O)[nH]1)NCC1CCCCC1	5	-5%	24%	0%	2%	-16%	-1%	2%	-2%	1%	-16%
COc1ccccc1NC(=O)Nc1cc(NC(=O)Nc2ccccc2OC)c(C)nc1C	6	-2%	?	2%	-1%	-3%	-7%	-6%	-55%	?	?
Cc1cc(OCC(=O)NCc2cccnc2)c2c(C)c(Cc3ccccc3)c(=O)oc2c1	6	1%	31%	9%[0.46 µM]	0%	-2%	0%	0%	-26%	-10%	-5%
Cc1cccc(OCCSCc2nc3ccccc3[nH]2)c1	-3	10%	-34%	-6%	-6%	17%	-8%	-1%	-6%	-6%	-2%
COc1cccc(CNC(=O)CCNS(=O)(=O)c2ccc3c(c2)oc(=O)n3C)c1	12	-1%	-10%	nt	0%&-2%	nt	0%	-18%	18%	0%	?
Cc1ccc(C(c2c(C)nn(-c3ccccc3)c2N)c2c(C)nn(-c3ccccc3)c2N)cc1	-24	-5%	4%	-1%	-3%	-15%	-9%	-1%	-10%	-4%	4%
COc1ccc(C(C)C)cc1S(=O)(=O)Nc1ccc(Cl)cn1	-3	-5%	7%	-9%	-1%	3%	1%	2%	-27%	-5%	11%
O=C(O)C(=O)/C(=C\c1ccccc1)c1ccc2ccccc2n1	?	?	-23%	-2%	-19%	-8%	2%	3%	-13%	9.2µM*	10%
CCN1CCN(c2ccc(S(=O)(=O)N3CCCCC3)cc2NC(=O)COc2ccc(Cl)cc2)CC1	2	-4%	nt	nt	3%	nt	0%	-2%	-63%	-3%	nt
COc1cccc(CNCc2ccc(C(=O)O)cc2)c1OC	-11	12%	-1%	0%	-1%	1%	0%	0%	0%	2%	1%
CCC(C)C(NC(N)=O)C(=O)Nc1ccc(C(=O)OC)cc1 (configuration not stated)	-12	-4%	4%	1%	-4%	-2%	18%	-5%	0%	-4%	-7%

Marked active in BRCA1 expr act, among the entries above:
canonical_smiles	p53 reactivation	RORgamma inh	PKM2 act	Menin MLL FP TR	BRCA1 expr act
O=C(Cc1ccc(Cl)cc1)Nc1ccc(Br)cn1	12%	44%	nt	59%[activator]	13µM*
